Screening results (PubChem BioAssay)
pPAFAH inh: inhibitors of human plasma PAF acetylhydrolase (pPAFAH); Q13093; recombinant pPAFAH, FP-rhodamine probe fluorescence polarization; inhibition, % at 3.39 µM; 330,000 tested, 1.5% active;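 active = inhibition above the mean inhibition across the screen plus 3 SD, cut at about 25% in these data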;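 also: inhibitors block binding of the rhodamine activity-based probe so polarization drops; 0% = enzyme with DMSO and 100% = wells lacking pPAFAH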
PAFAH1B2 FP inh: inhibitors of human PAFAH1B2; recombinant PAFAH1B2, FP-rhodamine activity probe, fluorescence polarization; 340,000 tested, 1.2% active; inhibition, % at 3.39 µM; AID 492953;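 active = inhibition above the mean of all tested compounds plus 3 SD, cut at about 24% in these data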;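 also: 0% = enzyme with DMSO and 100% = wells lacking PAFAH1B2; many of its hits are not listed in these tables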
Target sequence (P68402 whole entry, looked up): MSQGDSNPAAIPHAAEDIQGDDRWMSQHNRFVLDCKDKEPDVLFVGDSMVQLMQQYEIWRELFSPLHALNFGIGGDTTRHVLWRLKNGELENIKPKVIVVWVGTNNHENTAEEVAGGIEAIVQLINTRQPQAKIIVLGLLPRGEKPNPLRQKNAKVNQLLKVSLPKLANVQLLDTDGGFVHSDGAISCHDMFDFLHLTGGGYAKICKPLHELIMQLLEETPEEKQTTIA
LYPLA2 counter: counter-screen for PME1 inhibitors: inhibitors of human LYPLA2; O95372; recombinant LYPLA2, FP-Rh probe fluorescence polarization; inhibition, % at 5.9 µM; 320,000 tested, 0.38% active; AID 2177;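 active = inhibition above the screen-wide mean plus 3 SD, limit set per campaign, cut at about 26% in these data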;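 also: 0% = LYPLA2 with DMSO and 100% = wells lacking LYPLA2 enzyme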
PAFAH1B3 FP inh: inhibitors of human PAFAH1B3. recombinant PAFAH1B3, FP-rhodamine probe, fluorescence polarization. inhibition, % at 3.39 µM. 340,000 tested, 0.28% active. AID 492972;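 active = inhibition above the screen-wide average of all tested compounds plus 3 SD, cut at about 25% in these data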;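 also: 0% = enzyme with DMSO only and 100% = wells lacking PAFAH1B3 protein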
PME-1 primary: PME-1 (human) inhibition. inhibition, % at 5.9 µM. AID 2130. Q9Y570. 320,000 tested, 0.53% active. recombinant PME-1, FP-Rh probe fluorescence polarization;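 active = inhibition above the campaign mean of all compounds plus 3 SD, cut at about 26% in these data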;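 also: competitive labeling of PME-1 active site by serine hydrolase directed probe; 0% = PME-1 with DMSO and 100% = wells lacking PME-1 enzyme; inhibitors block probe labeling so polarization falls and inhibition rises; many of its hits are not listed in these tables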
GSTO1 counter: GSTO1 inhibition, counter-screen for RBBP9 inhibitors; P78417; inhibition, % at 5.96 µM; recombinant GSTO1, activity-based probe fluorescence polarization; 300,000 tested, 1.1% active;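 active = inhibition above the campaign mean inhibition plus 3 SD, cut at about 35% in these data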;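 also: 0% = GSTO1-1 with DMSO and 100% = wells lacking GSTO1-1 enzyme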
PAFAH2 FP inh: PAFAH2 (human) inhibition; recombinant PAFAH2, FP-rhodamine activity probe, fluorescence polarization; 340,000 tested, 0.99% active; inhibition, % at 3.39 µM;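 active = inhibition above the mean over all tested compounds plus 3 SD, cut at about 30% in these data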;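 also: inhibitors block probe labeling of enzyme so polarization drops; 0% = enzyme with DMSO and 100% = wells lacking PAFAH2 protein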
LYPLA1 counter: counter-screen for PME1 inhibitors: inhibitors of human LYPLA1. recombinant LYPLA1, FP-Rh probe fluorescence polarization. inhibition, % at 5.9 µM. 320,000 tested, 0.16% active. O75608;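 active = inhibition above the mean of all tested compounds plus 3 SD, set per campaign, cut at about 14% in these data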;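 also: inhibitors block serine hydrolase probe labeling of LYPLA1 so polarization falls; 0% = enzyme with DMSO and 100% = wells lacking LYPLA1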
PAD4 FP inh: inhibitors of human PAD4; Q9UM07; recombinant PAD4, RCA probe fluorescence polarization; inhibition, % at 6.36 µM; 330,000 tested, 0.41% active; AID 485272;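 active = percent inhibition above a cutoff equal to the mean of all tested compounds plus 3 SD, cut at about 15% in these data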;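 also: 0% = PAD4 with RCA probe and DMSO and 100% = probe without PAD4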
Target sequence (Q9UM07 whole entry, looked up): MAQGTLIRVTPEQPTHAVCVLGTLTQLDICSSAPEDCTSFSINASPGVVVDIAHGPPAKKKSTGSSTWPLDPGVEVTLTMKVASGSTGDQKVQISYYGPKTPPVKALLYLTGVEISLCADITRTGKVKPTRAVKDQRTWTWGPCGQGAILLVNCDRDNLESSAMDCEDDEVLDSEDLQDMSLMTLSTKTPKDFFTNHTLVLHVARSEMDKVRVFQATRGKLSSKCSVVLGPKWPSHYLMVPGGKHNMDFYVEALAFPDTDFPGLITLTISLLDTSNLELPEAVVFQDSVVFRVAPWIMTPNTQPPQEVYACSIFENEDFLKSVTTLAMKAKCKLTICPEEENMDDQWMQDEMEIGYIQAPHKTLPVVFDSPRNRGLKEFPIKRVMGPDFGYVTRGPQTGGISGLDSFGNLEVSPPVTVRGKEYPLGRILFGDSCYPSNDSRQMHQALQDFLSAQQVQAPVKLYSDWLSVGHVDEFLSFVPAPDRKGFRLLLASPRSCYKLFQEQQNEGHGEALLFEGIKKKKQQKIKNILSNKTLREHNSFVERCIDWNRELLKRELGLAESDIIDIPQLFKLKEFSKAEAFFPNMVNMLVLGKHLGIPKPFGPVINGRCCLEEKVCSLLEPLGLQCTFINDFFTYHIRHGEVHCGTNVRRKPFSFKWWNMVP
* marks the source's active call; other numbers are inactive results; x = not tested or not shown. This is a subset, so the mix of outcomes need not match the whole.

SMILES	pPAFAH inh	PAFAH1B2 FP inh	LYPLA2 counter	PAFAH1B3 FP inh	PME-1 primary	GSTO1 counter	PAFAH2 FP inh	LYPLA1 counter	PAD4 FP inh
COc1ccc2oc(C(=O)NCc3cc(OC)c(OC)cc3OC)c(C)c2c1	9.4	5.2	-2.3	-3.0	-0.7	-0.8	4.9	-0.2	3.8
COc1cc(/C=N/NC(=O)C(=O)Nc2ccccn2)ccc1O	11.2	3.4	-3.3	4.2	6.2	-2.5	4.1	1.6	-1.0
CCOc1ccc(CCNC(=O)CCc2nnc3ccc(N4CCCC4)nn23)cc1OCC	2.0	-5.4	4.1	5.3	7.2	0.4	-0.1	2.8	-0.2
CC1(C)CC(=O)C2=C(C1)Nc1ccccc1NC2c1cccs1 (stereo not given)	-3.1	4.0	4.9	3.0	0.4	3.1	-4.7	-1.2	5.4
Cc1ccccc1NC(=O)COc1coc(CN2CCN(c3ccccc3)CC2)cc1=O	2.3	4.3	-4.5	1.1	-4.0	3.3	0.6	1.2	-1.3
Oc1ccccc1/C=N/N1CCN(c2ccccn2)CC1	-0.9	2.7	0.4	-4.3	7.4	2.6	3.4	-0.9	-5.9
C=CCNC(=O)c1ccc2nccnc2c1	2.7	-5.7	2.2	5.5	0.3	11.0	-0.9	2.9	-2.6
CCCCOc1ccc(/C(O)=C(\C#N)c2nc3ccccc3[nH]2)cc1	4.7	4.8	0.4	-4.7	-0.9	6.2	-2.9	-3.4	-2.8
COc1ccc(O)c(/C=N/NC(=O)CN2CCS(=O)(=O)CC2)c1	5.6	2.7	1.9	-0.8	0.1	2.4	2.8	-3.8	-2.5
O=C(CCCn1c(=S)[nH]c2ccccc2c1=O)NCc1ccco1	3.2	2.1	-1.6	4.5	7.1	-3.0	-6.2	1.1	2.1
Cc1cc(C(=O)NNC(=O)CN2C(=O)NC(C)(c3ccccc3)C2=O)c(C)o1 (stereo not given)	-0.9	0.2	4.2	0.6	-0.2	0.7	0.5	1.8	3.2
OC(c1cccs1)c1nccc2ccccc12 (stereo not given)	2.6	-2.7	2.2	1.8	4.2	-3.7	18.6	0.0	-7.4
COCCNC(=O)CN(C(=O)CCC(=O)Nc1nccs1)c1ccccc1OC	2.1	-2.9	-3.8	-7.3	-2.0	3.0	-1.7	1.4	1.6
CCOc1ccc(S(=O)(=O)Nc2cccc(C(=O)N(C)Cc3cccc(OC)c3OC)c2)cc1	6.3	-5.8	6.6	-0.7	8.8	9.7	-3.2	1.9	-0.1
COc1cccc(C(=O)Nc2cc3c(cc2Cl)OCCCO3)c1	0.1	-1.7	2.7	-0.9	-1.6	2.9	1.8	0.5	-3.8

Continued; it opens with the 2 that closed the last part.
SMILES	pPAFAH inh	PAFAH1B2 FP inh	LYPLA2 counter	PAFAH1B3 FP inh	PME-1 primary	GSTO1 counter	PAFAH2 FP inh	LYPLA1 counter	PAD4 FP inh
CCOc1ccc(S(=O)(=O)Nc2cccc(C(=O)N(C)Cc3cccc(OC)c3OC)c2)cc1	6.3	-5.8	6.6	-0.7	8.8	9.7	-3.2	1.9	-0.1
COc1cccc(C(=O)Nc2cc3c(cc2Cl)OCCCO3)c1	0.1	-1.7	2.7	-0.9	-1.6	2.9	1.8	0.5	-3.8
CC(C)OP(=O)(OC(C)C)C(O)c1ccc(N(C)C)cc1 (stereo not given)	7.2	6.0	7.4	-1.3	-0.5	-10.1	0.1	0.9	3.6
CN1CCN(c2ccccc2NC(=O)c2cccs2)CC1	2.4	-0.1	-1.4	10.0	-6.0	-0.4	-5.0	-3.0	-3.7
O=C(CN1CCN(c2ccc(F)cc2)CC1)Nc1nnc(-c2ccccc2)s1	-4.6	2.5	3.7	-2.4	1.3	-6.5	-11.7	3.0	-7.3
C/C(=N\NC(=O)c1ccccc1NC(=O)c1ccc(Cl)cc1)c1ccncc1	2.7	-4.7	-4.0	3.8	-2.8	-1.8	-17.2	-2.2	3.4
O=C(NCCc1ccccc1)C1CCCN1S(=O)(=O)c1ccc(F)cc1 (stereo not given)	4.7	5.2	0.5	8.9	0.8	-0.2	-1.6	-4.0	-1.4
Nc1ccccc1Nc1ccncc1[N+](=O)[O-]	-0.9	0.3	5.5	6.4	-7.1	3.7	0.6	2.5	-3.0
Cc1cccc(NS(=O)(=O)c2cnc(Cl)c(Br)c2)n1	2.1	1.0	-6.7	6.7	0.8	4.5	4.8	-6.8	-6.5
Cc1nnc(SCC(=O)c2ccccc2F)n1Cc1ccccc1	3.6	1.4	1.7	8.8	2.3	-0.6	6.9	-2.1	2.1
COC(=O)c1cccc(NC(=S)Nc2ccc(Cl)c(Cl)c2)c1	9.5	-6.3	-4.4	6.9	-7.3	-13.1	-6.8	-5.7	-6.5
O=C1c2oc3ccc(Cl)cc3c(=O)c2C(c2ccccn2)N1CCCN1CCOCC1 (stereo not given)	7.1	x	-4.1	x	-5.8	13.8	x	-2.1	2.4
COC(=O)CSc1nc2sc3c(c2c(=O)[nH]1)CCC3	5.5	1.5	-3.7	-1.1	-5.7	-9.8	21.8	-3.0	-2.5
c1ccc(Oc2cnc3ccccc3n2)cc1	3.9	1.6	-0.5	-1.7	-9.7	-3.4	-4.6	-2.1	2.9
CCOC(=O)c1sc(N2C(=O)C(O)=C(C(=O)c3ccc(C)o3)C2c2cccc([N+](=O)[O-])c2)nc1C (stereo not given)	12.6	2.8	-21.0	11.1	-20.0	-31.1	47.5*	-10.1	-12.3
Cc1cc(=O)oc2c(CN3CCN(CCO)CC3)c(O)ccc12	6.2	4.0	-3.7	6.1	0.9	1.5	-7.7	-0.3	2.0
[O-]/C(=C(\C(=S)Nc1ccccc1F)[n+]1ccccc1)c1ccc(OC(F)F)cc1	3.0	-5.0	0.0	-5.1	6.4	1.9	0.4	2.9	-1.3
CC(=O)c1ccc(N2CCN(S(=O)(=O)c3c(C)[nH]c(C)c3C(=O)N3CCCC3)CC2)cc1	4.9	-5.7	9.6	-0.9	3.1	-2.2	-4.6	1.0	1.0
CCCN(CCC)CCCNC(=O)c1cc2cc3ccc(Cl)cc3nc2o1	2.0	-0.5	-2.9	-6.9	0.9	2.8	4.8	0.2	-2.4
COc1ccc(CCC(C)NCc2cc(OC)cc(OC)c2)cc1 (stereo not given)	1.6	0.4	1.5	4.3	4.1	-1.5	-5.2	-4.0	2.7
CCCN(CC(=O)Nc1ccccc1OC)C(=O)c1ccc(S(=O)(=O)NCc2ccco2)cc1	-1.4	6.5	2.9	1.5	2.5	x	3.2	0.1	0.9
N/C(=N\OC(=O)COc1ccc(Cl)cc1)c1ccc(Cl)cc1	6.5	10.3	-2.4	-4.0	-0.4	-4.4	-0.2	0.1	-5.1
Cc1oc2c(C)c3oc(=O)c(CCC(=O)O)c(C)c3cc2c1-c1ccccc1	8.4	1.3	4.2	6.9	-8.6	-1.8	16.4	-5.2	-0.8
CCCCC(CC)C(=O)Nc1cc(=O)[nH]c2nc3ccccc3n12 (stereo not given)	5.2	12.0	-2.8	3.1	-1.3	-1.2	3.1	-1.9	-2.6
Cc1ccc(C(=O)OCC(=O)NCc2ccc3c(c2)OCO3)cc1S(=O)(=O)N1CCOCC1	14.5	3.3	x	7.5	x	x	9.9	x	-1.2
C[C@H](CO)N1C[C@H](C)[C@@H](CN(C)Cc2ccncc2)Oc2c(NC(=O)CCCCCC(=O)Nc3ccccc3N)cccc2C1=O	10.3	11.3	x	10.2	x	x	11.2	x	2.7
C[C@@H](C(=O)N1CCNCC1)n1cc(CCC(=O)O)nn1	-1.2	0.6	-1.3	3.6	-8.3	4.3	-0.3	-3.2	-5.3
CCn1nnnc1-c1ccc(OC)c(S(=O)(=O)NCc2ccccc2)c1	3.0	2.2	2.4	-0.7	8.2	-0.3	-12.6	3.9	-2.5
COc1ccc(OCCCC(=O)OCC(=O)NNC(=O)c2ccc([N+](=O)[O-])cc2)cc1	19.2	2.7	1.4	0.8	4.4	-1.4	9.0	-1.7	-5.2
Cc1ccc(S(=O)(=O)CC(=O)NCc2ccccc2)cc1	-2.7	7.9	-9.3	2.1	-12.6	1.1	-6.3	-5.9	-0.6
O=C(CCC(=O)Nc1cccc2ccccc12)N/N=C/c1ccco1	9.0	3.4	1.0	2.9	-6.3	-0.1	11.3	2.3	3.4
O=C(COc1ccc(S(=O)(=O)N2CCCC2)cc1)NCC1CCCO1 (stereo not given)	3.7	-0.5	1.1	3.7	-1.3	-0.7	3.1	-0.8	-7.2
CCN(CC)C(=O)C1CC(=O)N(c2ccc(OC)cc2)C1c1ccc(OC)cc1 (stereo not given)	2.8	2.6	0.3	0.2	-1.9	0.1	5.8	-0.9	-3.8
O=C(COc1ccc2c3c(c(=O)oc2c1)CCC3)NCCCN1CCCC1=O	3.1	1.3	7.9	6.6	-1.2	6.0	-0.1	1.6	-1.9
O=C(CSc1ccc(F)cc1)NC(=O)NCc1ccccc1	5.8	28.0*	-1.3	4.8	3.1	3.3	8.3	1.2	-1.6
COc1ccccc1-c1nnc(NC(=O)C(C)Sc2nncn2C)s1 (stereo not given)	0.7	4.6	-5.9	6.7	-5.1	8.1	-7.7	0.0	-7.4
COc1ccc(CNC(=O)c2ccc(Cn3cc(Br)cn3)o2)cc1	5.6	-7.7	4.4	-6.6	4.2	-10.4	2.5	0.8	-0.7
COc1cc(/C=N/NC(=S)NC2CC3C=CC2C3)cc(OC)c1OC (stereo not given)	9.4	x	-2.5	x	1.0	-8.6	x	-0.9	2.8
CC(=O)Nc1cnc2ccccc2n1	4.8	0.7	2.6	6.5	0.9	3.2	1.6	-5.6	5.3
CCOC(=O)N1CCN(C(=O)c2ccc3nc(C)sc3c2)CC1	1.9	-0.4	6.2	3.7	-5.2	4.7	7.8	0.1	-3.8
COc1ccc(OC)c(S(=O)(=O)N2CCN(c3ncccn3)CC2)c1	2.2	8.2	-4.4	5.2	7.4	2.8	3.4	-6.5	-1.2
CN1CCC(=NNC(=O)C(=O)NC2CCCC2)CC1	4.8	5.1	3.1	3.7	-3.2	4.8	-1.7	-0.4	-0.8
COC(=O)[C@@]1(Cc2ccc(OC)cc2)[C@H]2c3cc(C(=O)N4CCCC4)n(CCO)c3C[C@H]2CN1C(=O)c1ccccc1	7.7	x	-5.8	x	0.3	1.8	x	-2.2	-0.7
COc1ccc(CCNC(=O)Cn2cc(C(F)(F)F)cc(Cl)c2=O)cc1OC	2.4	3.9	1.3	0.0	4.7	0.2	2.6	-0.7	-2.8
COP(=O)(OC)c1nc(-c2ccccc2)oc1NCc1ccccc1	14.2	0.9	0.6	-0.5	1.8	3.6	9.6	1.5	-3.7
CCc1cc2c(SCC(=O)N(CC)c3c(N)n(Cc4ccccc4)c(=O)[nH]c3=O)ncnc2s1	4.0	9.1	-3.2	3.6	-2.7	4.2	1.1	-1.8	1.3
CN(C)c1cccc(C(=O)OCC(=O)NCC2CCCO2)c1 (stereo not given)	6.4	-2.9	0.9	-2.1	-3.9	-5.1	24.4	-1.8	1.3
COc1cccc(C(c2sc3ncnn3c2O)N2CC(C)OC(C)C2)c1 (stereo not given)	3.7	0.4	-3.4	1.6	-6.0	6.2	-0.9	0.8	5.5
O=C(Nc1nccs1)c1ccc(COc2ccccc2)o1	0.7	-2.5	5.8	-3.5	-2.6	8.6	4.8	1.4	0.8
CCC(C)NC(=O)CCCc1ccccc1 (stereo not given)	-1.6	1.5	8.9	-1.4	2.3	0.5	-1.1	-2.6	4.2
